HSF1 activator – increases HSF-1 driven luciferase reporter signal | activation, % at 9 µM | 1.7% of 300,000 active | AID 504408 | NIH3T3-HGL HSF-1 luciferase reporter, MG132, 8 h; 100% = twice DMSO control signal;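 active = mean replicate activation of at least 50% with a set share of replicates each reaching 50%; inconclusive = only one of those two conditions met; inactive = mean below 50% and too few replicates reaching it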;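 note: 0% = median of the neutral control wells and 100% = twice that signal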
GSK3beta inhib – blocks human GSK3beta kinase activity; P49841; GST-GSK3beta kinase, ADP-Glo luminescence, 60 min; hits give low values; activity score (negative = inhibition), % at 10 µM; 0.038% of 300,000 active; AID 2097;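 active = more than half of replicate wells score below -50%, meaning over 50% inhibition versus plate controls; inconclusive = some replicates but at most half score below -50%; inactive = no replicate scores below -50%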;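 note: 0% = median DMSO wells and -100% = median GW8510 positive control wells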
Target sequence (P49841 whole entry, looked up): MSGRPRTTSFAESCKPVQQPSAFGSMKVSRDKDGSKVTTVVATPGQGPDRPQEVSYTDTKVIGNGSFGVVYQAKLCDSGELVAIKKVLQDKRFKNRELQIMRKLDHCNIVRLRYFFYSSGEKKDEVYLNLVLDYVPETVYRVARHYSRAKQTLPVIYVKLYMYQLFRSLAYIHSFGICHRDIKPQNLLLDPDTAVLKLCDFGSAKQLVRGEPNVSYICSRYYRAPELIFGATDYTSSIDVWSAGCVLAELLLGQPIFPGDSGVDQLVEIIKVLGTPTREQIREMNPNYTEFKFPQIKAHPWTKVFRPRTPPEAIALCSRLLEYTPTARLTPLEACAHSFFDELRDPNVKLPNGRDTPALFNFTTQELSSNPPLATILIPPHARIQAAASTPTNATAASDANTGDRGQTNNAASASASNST
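Test system – GST-tagged human GSK3beta kinase, cell-free · Incubation – 60 min enzyme reaction, room temperature · Signal – ADP-Glo luminescence · Also added – peptide substrate and ATP at 25 µM · Controls – DMSO neutral wells and GW8510 at 20 µM as positive · Buffer or medium – Tris/MgCl2 kinase buffer · Measure – Luminescence-derived activity versus plate DMSO and GW8510 wells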
Platelet DG rel – platelet dense granule release activity; 0.22% of 300,000 active; inhibition, %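 (compounds screened at 7.5 µM in platelet-rich plasma)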; AID 1663; human platelet-rich plasma, SFLLRN dense granule ATP release, luminescence;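 active = mean replicate score, as percent of positive control, at or above 50; inconclusive = mean below 50 but at least one replicate at or above 50; inactive = mean and every replicate below 50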
aSyn UTR inh – 5' untranslated region of α-synuclein, MLPCN primary screen. inhibition, % (tested at 7.5 µM). alpha-synuclein 5'UTR reporter, inhibitor activity. 0.82% of 300,000 active. AID 1813; in the data active = inhibition above about 60%; inconclusive = no clear call, values can overlap the other calls;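 note: H4 neuroglioblastoma cells stably carrying SNCA 5'UTR luciferase fusion; 0% = DMSO wells and 100% = positive control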
GSK3A inh – inhibitors of human GSK-3 alpha kinase; P49840; ADP-Glo luminescence, 60 min; inhibition, % at 10 µM; 0.1% of 320,000 active;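 in the data active = inhibition above about 50%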;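 note: GST-tagged GSK-3 alpha with peptide substrate and 25 µM ATP; 0% = DMSO neutral wells and 100% = GW8510 positive control wells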
Target sequence (P49840 whole entry, looked up): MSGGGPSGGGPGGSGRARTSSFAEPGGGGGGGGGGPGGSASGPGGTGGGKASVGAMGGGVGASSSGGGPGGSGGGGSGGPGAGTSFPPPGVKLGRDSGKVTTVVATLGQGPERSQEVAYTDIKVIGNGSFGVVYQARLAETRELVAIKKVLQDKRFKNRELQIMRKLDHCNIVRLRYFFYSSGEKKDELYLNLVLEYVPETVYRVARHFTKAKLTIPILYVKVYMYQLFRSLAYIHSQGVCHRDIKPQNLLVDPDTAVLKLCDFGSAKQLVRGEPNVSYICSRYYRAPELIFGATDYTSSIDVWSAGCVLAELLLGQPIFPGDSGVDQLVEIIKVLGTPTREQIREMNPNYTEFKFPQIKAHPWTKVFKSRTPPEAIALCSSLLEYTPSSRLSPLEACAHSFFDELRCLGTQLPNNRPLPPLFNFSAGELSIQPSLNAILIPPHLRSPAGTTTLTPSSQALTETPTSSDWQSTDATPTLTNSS
HSF1 inh – HSF1 inhibition. activity change, negative = inhibition, % at 7.5 µM (by protocol). 0.77% of 300,000 active. NIH3T3-HGL HSE-luciferase, MG132-induced, luminescence 8 h; hits give low values;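 active = more than half of replicate wells show activity change below -50%, luminescence cut by over half; inconclusive = some wells, but at most half, below -50%; inactive = no replicate well below -50%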;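 note: luciferase reports HSF-1 transcriptional activity via heat shock element; 0% = median of DMSO wells and -100% = zero luminescence signal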
DYRK1A inh – Dyrk1A (rat) kinase inhibition | Q63470 | 0.43% of 310,000 active | ADP-Glo luminescence, NFATc1 peptide | AID 504441 | inhibition, % at 12.5 µM; in the data active = inhibition above about 50%;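 note: plate controls were vehicle with enzyme for no effect and no enzyme for full effect; many of its hits are not listed in these tables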
HSP90 inh – HSP90 refolding inhibition in rabbit reticulocyte lysate; luciferase refolding luminescence, 3 h; inhibition, % at 5.6 µM; 0.91% of 290,000 active; AID 1789;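 active = inhibition above the screen-wide mean plus 3 SD, computed separately per campaign, cut at about 16% in these data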;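 note: 0% = DMSO wells and 100% = 60 µM geldanamycin wells; inhibitors lower the luminescence because luciferase stays unfolded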
KLF5 inh – suppresses KLF5 promoter-driven expression | AID 1700 | 0.23% of 290,000 active | inhibition, % at 5 µM | DLD-1 KLF5 promoter-luciferase reporter, luminescence;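 active = inhibition above a per-plate limit of that plate's mean compound inhibition plus 3 SD, cut at about 60% in these data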;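 note: 0% = DMSO wells and 100% = LY294002 at 200 µM; higher means less KLF5 promoter-driven luciferase light; inactives centre near -14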
IEC-6 tox – kills IEC-6 intestinal cells in KLF5 counter-screen; IEC-6 cytotoxicity, luminescence viability; inhibition, % at 5 µM; 0.78% of 290,000 active; AID 1825; in the data active = inhibition above about 22%;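 note: 0% = plate median of test compound wells and 100% = cytotoxic reference compound wells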
Numbers without * were called inactive; ? = inconclusive; nt = no result given. These rows are one share of the data; rates above refer to the full screens.

No.	molecule	HSF1 activator	GSK3beta inhib	Platelet DG rel	aSyn UTR inh	GSK3A inh	HSF1 inh	DYRK1A inh	HSP90 inh	KLF5 inh	IEC-6 tox
1	O=C(CN1C(=O)COc2ccc(S(=O)(=O)N3CCOCC3)cc21)Nc1cccc(Cl)c1	-2	31	8	3	-2	6	6	2	-8	-4
2	COc1cc(CCC(=O)Oc2ccc(C(C)=O)cc2)cc(OC)c1OC	0	-2	-5	7	nt	-6	3	3	28	-6
3	COc1cc(S(=O)(=O)N(Cc2ccccc2)CC2CCCO2)ccc1-n1cnnn1 (centres undefined)	-6	0	6	-18	-2	-2	-6	4	-14	4
4	Cc1cccc(Nc2c([N+](=O)[O-])c(=O)n(C)c3ccccc23)c1	12	-5	-1	-20	2	2	6	0	24	12
5	CN1CCN(C(=O)c2ccc(CSc3nc4ccncc4n3Cc3ccc(F)cc3)cc2)CC1	-9	0	-1	2	-2	0	2	5	-3	3
6	CC(C)CN(C(=O)c1ccc(C(F)(F)F)cc1)c1c(N)n(CC(C)C)c(=O)[nH]c1=O	0	0	-1	3	-1	-2	-9	-2	-15	0
7	O=C1CCN(c2ccc([N+](=O)[O-])cc2F)CC1	21	1	4	-15	0	6	nt	34*	10	-5
8	CCCCCNC(=O)C(C)Sc1ccc(Cl)cc1 (centres undefined)	-6	0	0	1	-1	2	5	3	-10	3
9	O=C(NC1CCCCC1)c1ccccc1NC(=O)C1CC(=O)N(c2ccc(Cl)cc2)C1 (centres undefined)	-13	-2	-2	37	-2	-2	-2	2	-20	-5
10	O=C(O)c1ccc(COc2ccc3c(c2)CCC3)cc1	-7	-1	13	-10	-5	-12	6	49*	-39	11
11	CC(C)(C)C(=O)CSc1ncnc2c1cnn2-c1ccccc1	22	2	-13	-162	0	9	nt	6	-78	-2
12	O=C(Nc1nnc(-c2ccc3c(c2)CCCC3)o1)c1c(F)cccc1F	-22	-6	1	-5	-4	-16	nt	6	-8	1
13	C=CCn1c(-c2ccccc2OC)n[nH]c1=S	-7	-1	-14	-16	-2	-5	-6	-3	5	2
14	Cc1cccc(CNC(=O)C2CCCN(c3nn4c(=O)cc(C)nc4s3)C2)c1 (centres undefined)	-5	1	-5	13	-1	2	-7	1	-26	-1
15	O=C1CN(C(=S)Nc2ccc(OC(F)F)cc2)CCN1	-19	0	-7	7	-2	-18	6	-1	-41	-4
16	O=C(c1cccs1)N(Cc1ccco1)Cc1cc2ccccc2[nH]c1=O	31	-1	-1	14	nt	2	-2	5	13	4
17	Cc1ccccc1C(=O)N1CCC(n2nccc2NC(=O)CCOc2ccccc2)CC1	29	1	3	-6	-1	15	5	2	-24	2
18	CCOc1ccc2cc(C3CC(c4ccco4)=NN3S(=O)(=O)c3ccccc3)c(Cl)nc2c1 (centres undefined)	15	0	24	-11	-2	12	-7	4	-13	-9
19	O=C(Cc1ccccc1)NCCc1cn2ccsc2n1	11	-2	-2	2	3	-5	-1	-3	-15	-7
20	CCOC(=O)C1(CC2CC2)CCN(C(=O)c2cc(C)nc3ccc(CC)cc23)CC1	16	3	9	-15	-1	9	5	6	-25	4
21	Cc1ccc(C)c(SCC(=O)N(C)CC(=O)Nc2ccc(N3CCOCC3)cc2)c1	-29	-5	0	19	0	-9	4	nt	nt	nt
22	Cc1cc2[nH]c(=O)c(=O)[nH]c2cc1S(=O)(=O)N1CCN(c2ccccc2)CC1	14	1	6	6	3	-4	4	1	-3	-4
23	COCCCn1c(SCC(=O)Nc2nc3ccccc3s2)nnc1-c1ccoc1C	-10	4	-1	21	1	-3	12	0	-2	4
24	Cc1cccc(C)c1NC(=O)C1=C(O)c2sccc2N(C)S1(=O)=O	3	-2	-2	-2	0	2	-4	1	-26	-4
25	Cc1nc2c(-c3ccc(F)cc3)c(C)nn2c(C)c1CCC(=O)NCc1ccco1	-3	-2	-6	21	0	4	-6	3	10	2
26	CCc1nnc(NS(=O)(=O)c2ccc(NC(=S)NC(=O)c3ccc(OC)cc3)cc2)s1	25	2	2	0	nt	6	-12	8	-11	-2
27	COc1cccc(/C=C/C(=O)OCC(=O)N2CCCc3ccccc32)c1	-15	-1	1	-13	-3	1	-5	nt	nt	nt
28	Cc1cc(C[n+]2ccccc2)c2nsnc2c1	-1	-5	-2	3	-2	-5	1	-2	-33	2
29	CCN(CC)CCNC(=O)c1sc2nc(-c3ccccc3)cn2c1C	13	0	0	-39	2	-1	-3	1	-26	-7
30	O=C(NCC(=O)N(CC1CCCO1)C1(C(=O)NC2CCCC2)CCCCC1)c1ccccc1 (centres undefined)	22	-4	-5	-20	1	4	-4	2	-45	2
31	CCN(CC)S(=O)(=O)c1ccc(OC)c(NC(=O)CSc2ccccc2)c1	14	-2	10	4	-2	2	19	-3	-8	-11
32	O=C(COc1ccc(Cl)cc1)NCCS(=O)(=O)N1CCN(c2ccc(F)cc2)CC1	15	-4	-32	15	-2	6	3	0	-3	-3
33	CC1CN(C(=O)C(Sc2ccccc2)c2ccccc2)CC(C)O1 (centres undefined)	18	0	7	12	1	-9	-6	1	-38	0
34	COc1ccc(CCn2c(=O)[nH]c3cc(C(=O)N4CCN(c5ccccn5)CC4)ccc3c2=O)cc1OC	-16	-2	0	-8	-5	0	-6	2	-12	-4
35	COc1ccc(C2(c3ccc(O)cc3O)CC(c3ccccc3Cl)NC(=S)N2)cc1 (centres undefined)	16	0	1	-13	-2	1	5	9	4	1
36	CCc1cccc(OCC(O)Cn2c(N3CCCCC3)nc3c2c(=O)[nH]c(=O)n3C)c1 (centres undefined)	8	-2	-3	23	-1	-5	-2	-6	-2	-4
37	COc1ccc(S(=O)(=O)Nc2ccccc2C(=O)NCc2cccnc2)cc1OC	7	2	8	-2	0	-1	-6	6	-46	8
38	O=S(=O)(NCCc1csc(-c2cccnc2)n1)c1cccs1	-5	1	0	5	1	-1	6	3	19	6
39	COc1ccccc1C(=O)NCCNc1nc2cc(C)cc(C)c2cc1C#N	19	0	-7	-5	-2	3	nt	-4	8	4
40	CCN(CC)S(=O)(=O)c1ccc(OC)c(NC(=O)CSc2cc(Cl)ccc2Cl)c1	9	3	0	19	-2	-4	-4	-2	-29	-6
41	COc1ccc(Br)cc1C(=O)N/N=C/c1ccc2c(c1)n(C)c(=O)n2C	6	0	4	17	0	0	6	-2	-25	-10
42	CC(c1cccnc1)N(C(=O)Nc1ccccc1)C1CCCCC1 (centres undefined)	3	-3	18	17	-2	0	-2	-2	-36	1
43	O=C(NCc1cccnc1)C1CCN(S(=O)(=O)c2cc(Cl)ccc2Cl)CC1	10	-1	-7	-5	0	-8	0	-4	3	-8
44	Cc1cccc(NC(=O)Cn2nnc(C(=O)NCc3ccco3)c2N)c1	11	-1	-1	14	-3	-10	3	-3	-17	3
45	CSCCC(NC(=O)c1ccc(=O)n(C)n1)c1nc2ccccc2[nH]1 (centres undefined)	-8	-3	-2	9	-3	-6	-5	1	-14	-4
46	CC(C)CCN1CCN(Cc2cccs2)CC1CCO (centres undefined)	-10	4	-30	14	nt	-3	-2	2	-18	4
47	COc1ccc(N2CCc3c(C)nc(SC)nc32)cc1	-9	-3	-2	12	1	-6	2	1	0	-9
48	O=C(NCc1cccs1)c1noc2c1CCCCC2	13	0	-5	-144	nt	11	4	-1	-44	-4
49	CCOC(=O)/C(=C/Nc1ccc(F)c(F)c1)[N+](=O)[O-]	-8	-2	7	-3	0	-1	-7	4	0	-2
50	CCCCn1nc2cc(C(=O)NCc3ccccc3OC)ccc2c1OCC	-11	2	2	24	-3	-2	6	1	-2	1

Continuation.
No.	molecule	HSF1 activator	GSK3beta inhib	Platelet DG rel	aSyn UTR inh	GSK3A inh	HSF1 inh	DYRK1A inh	HSP90 inh	KLF5 inh	IEC-6 tox
51	CCn1ncc(Br)c1C(=O)Nc1ccc2c(c1)OCCO2	-64	-1	8	-94	-2	?	1	-1	-26	-5
52	O=C(c1cc2cc(Br)ccc2oc1=O)N1CCCC1	1	-2	-9	17	1	-8	-2	4	-30	1
53	O=C(CSc1nnc(COc2ccccc2)n1Cc1ccco1)Nc1ccc2c(c1)OCCO2	34	0	-3	17	1	10	2	2	-3	1
54	CC(C)(C#N)NC(=O)C(=O)c1c(-c2ccccc2)cc2ccccn12	-10	2	-4	7	-2	-3	-11	0	0	-11
55	COc1ccc(CNCc2cn(-c3cccc(F)c3)nc2-c2ccc(C)o2)cc1	13	2	6	7	-3	1	nt	2	-1	-4
56	S=C(NCc1cccnc1)Nc1ccc(Cl)c(Cl)c1	10	1	-5	-25	-3	10	nt	0	-20	5
57	COc1ccccc1N1CCN(c2ccc(N3C(=O)CCC3=O)cc2[N+](=O)[O-])CC1	4	2	0	2	8	-1	3	1	2	0
58	O=C(CN(Cc1ccccc1Cl)C(=O)CNS(=O)(=O)c1ccccc1)NCC1CCCO1 (centres undefined)	2	-2	3	-12	0	-2	9	-3	-32	-4
59	CC(C)(C)OC(=O)N1CCC(C(=O)N[C@@H](Cc2ccccc2)C(=O)O)(c2ccccc2)CC1	-7	1	2	-15	-6	7	-2	3	-10	5
60	Cc1nnc(Nc2ccc(C(=O)NCCO)cc2)c2ccccc12	-9	-1	-4	-6	-2	-4	3	-5	-9	-1
61	COc1cccc(NC(=O)c2cc([N+](=O)[O-])ccc2N2CCN(C)CC2)c1	4	-1	-1	-2	2	1	5	-2	-9	1
62	O=[N+]([O-])c1ccc(Oc2c(F)c(F)nc(N3CCCC3)c2F)cc1	-11	-12	4	22	-1	-3	5	-7	-6	0
63	Cc1n[nH]c(=O)nc1N/N=C/c1cccs1	-1	-6	10	-31	4	3	16	4	-22	1
64	CN1CCN(C(=O)C2=C[C@H](c3ccc(C(F)(F)F)cc3)C[C@H](OCc3ccc(CO)cc3)O2)CC1	9	0	18	7	0	0	9	-3	-17	1
65	O=C(NCC1CCCO1)c1sc2cc(Cl)ccc2c1Cl (centres undefined)	27	2	-12	-124	0	20	9	1	-104	3
66	O=C(NCCOc1ccc(F)cc1)C1CCC(=O)N(CCCN2CCOCC2)C1 (centres undefined)	3	0	4	8	2	1	-3	-5	-23	-6
67	Cc1ccc(NC(=O)Nc2ccc(F)cc2)nc1	30	2	-1	-108	1	0	-1	-5	-87	-3
68	Cc1cc(C)c(CN2CCC(n3nccc3NC(=O)C3CCCC3)CC2)cc1C	3	nt	0	-5	1	-1	-1	-1	-52	0
69	COc1cc(/C=C/C(=O)OCC(=O)c2c[nH]c3ccccc23)ccc1OC(F)F	22	1	2	8	-1	10	-4	2	-25	0
70	Cc1ccc(Cn2c(SCc3cccnc3)nc3c2c(=O)n(C)c(=O)n3C)cc1	8	-5	9	?	-4	-10	nt	-2	-14	4
71	COc1ccc(CN(Cc2cccnc2)C(=S)NCCc2ccccc2)cc1OC	9	0	-3	21	0	-8	-2	-3	-6	4

From PubChem BioAssay
